Bioassay records (PubChem BioAssay)
mcGAS inh: inhibitors of mouse cGAS; Q8C6L5; recombinant cGAS, Kinase-Glo ATP depletion luminescence; inhibition, % at 12.5 µM; 160,000 tested, 0.15% active;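 also: 0% = negative control wells and 100% = reference inhibitor with no enzyme activity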
NPYLR7 ag: mosquito NPYLR7 agonism | HEK293T NPYLR7/Galpha15, GCaMP6s calcium fluorescence | activation, % at 10 µM | 270,000 tested, 0.15% active | AID 1259423; in the data active = activation above about 40%;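 also: 0% = vehicle and 100% = reference agonist at the receptor; some compounds past the cut are filed as inactive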
hcGAS inh: blocks human cGAS activity; Q8N884; recombinant h-cGAS, ATP depletion, Kinase-Glo luminescence; inhibition, % at 12.5 µM; 290,000 tested, 0.081% active;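 also: 0% = vehicle reaction and 100% = reaction without DNA for no activity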
Target sequence (Q8N884 whole entry, looked up): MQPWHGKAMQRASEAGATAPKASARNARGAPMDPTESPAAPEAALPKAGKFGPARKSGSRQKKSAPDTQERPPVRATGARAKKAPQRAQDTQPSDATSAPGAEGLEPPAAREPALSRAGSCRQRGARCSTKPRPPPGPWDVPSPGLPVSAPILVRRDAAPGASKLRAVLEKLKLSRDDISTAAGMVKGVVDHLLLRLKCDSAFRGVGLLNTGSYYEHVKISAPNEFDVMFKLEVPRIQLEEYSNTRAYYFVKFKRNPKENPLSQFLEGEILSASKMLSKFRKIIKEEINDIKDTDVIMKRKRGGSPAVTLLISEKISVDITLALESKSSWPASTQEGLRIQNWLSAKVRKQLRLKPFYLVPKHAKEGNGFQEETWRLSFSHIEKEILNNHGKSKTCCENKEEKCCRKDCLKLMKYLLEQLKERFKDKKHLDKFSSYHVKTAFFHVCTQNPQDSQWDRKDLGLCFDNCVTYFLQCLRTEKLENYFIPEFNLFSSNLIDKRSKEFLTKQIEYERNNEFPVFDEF
An asterisk follows results filed as active; nt = not tested or not shown; & = joins results of further samples. Rule as the data show it, unless noted: active = inhibition above about 40%; inactive = the rest. No enrichment for hits; 0.27% or so of the library scored in one or more.

Sequence of screens: mcGAS inh | NPYLR7 ag | hcGAS inh
COc1ccc(C[C@H](NC(=O)C2=C[C@@H](Oc3c(Br)cc(C)c4c3CCC4)[C@H](O)[C@H](O)C2)C(N)=O)cc1
→ -8 | -8 | -6
CN(CCC1CCCCO1)C(=O)c1cn(C/C=C/c2ccccc2)nn1 (stereo not given)
→ nt | 2 | -7
CC(C)(C)OC(=O)N1CCC(Oc2ccc(NC(=O)c3ccccc3C(F)(F)F)cc2)C1 (stereo not given)
→ -5 | -15 | -4
O=c1c2c(-c3cccc4ccccc34)ccnc2[nH]n1-c1ccccc1
→ -8 | -3 | -2
Cc1ccc(CN(Cc2ccc(C(O)(c3ccc(F)cc3)c3ccc(F)cc3)o2)C2CC2)o1
→ -4 | 11 | -5
NC(=O)NC(=O)C[P+](c1ccccc1)(c1ccccc1)c1ccccc1
→ nt | -1&3 | -3&-3
CO[C@H]1C(=O)N(C(C)C)[C@H]1C1CCN(C(=O)c2sc(C)nc2C)CC1
→ -5 | nt | -7
COc1cccc(CN(CC2CC(c3ccc(F)cc3)=NO2)C(=O)Nc2ccccc2OC)c1 (stereo not given)
→ -10 | 29 | -9
CCOC(=O)c1nn(CCc2ccccc2)c2c1CN(C(=O)c1cnccn1)CC2
→ -15 | 10 | -2
CCCN(C)C(=O)c1nn(C)c(Oc2ccc([N+](=O)[O-])cc2F)c1C
→ -5 | nt | -3
CCCCNC(=O)[C@@H]1CCCC[C@@H]1C(=O)N1Cc2nc(C)n(C)c(=O)c2C1
→ -5 | nt | -12
CC(C)OC(=NCc1ccccn1)NC(=O)c1cccs1
→ -4 | 21 | -10
O=C(O)C1Cc2c([nH]c3ccccc23)C(c2ccc3c(c2)OCO3)N1 (stereo not given)
→ -2 | -1 | -3
O=C(Cn1c(=O)n(-c2ccccc2F)c(=O)c2ccc(Cl)cc21)NCc1cccc(C(F)(F)F)c1
→ -7 | 17 | 0
Cc1ccc2nc(C3CCN(C(=O)c4cn(CC5CCCO5)nn4)CC3)[nH]c2c1 (stereo not given)
→ -12 | 7 | -9
COc1ccc(-c2cccc(-c3cccc(NC(=O)c4cccc(C#N)c4)c3)n2)cc1
→ -2 | 1 | 1
COc1cccc(-c2ccc(NC(=O)C3CCCN3C(=O)Cn3cccn3)cc2)c1 (stereo not given)
→ nt | 10 | -1
CN(Cc1nc2ccccc2n1Cc1ccccc1)C(=O)c1ccco1
→ nt | 2 | -10
COc1ccc(/C=C\c2cc(OC)c(OC)c(OC)c2)cc1O
→ -4 | -4 | 0
CC1CC(c2cccc(F)c2)N(C(=O)NCCC(=O)N(C)C)C1 (stereo not given)
→ -9 | 0&17 | 6&-8
O=C(c1cnn(-c2ccc(Cl)cc2)c1-c1ccccc1)N1CCCC1
→ -4 | 1 | -2
COCCN1C(=O)c2ccccc2[C@H](C(=O)N2CCN(c3nc(-c4ccccc4)ns3)CC2)[C@@H]1c1cc2c(cc1Cl)OCO2
→ nt | -5 | -2
CC(Sc1nnc(C(C)(C)C)o1)C(=O)C12CC3CC(CC(C3)C1)C2 (stereo not given)
→ nt | 7 | -5
O=C(NCc1ccco1)C(C1CCCC1)N1CCN(C(=O)c2ccc(Cl)cc2)CC1 (stereo not given)
→ nt | -1 | 4
CCCCc1ccc(C(=O)N(CC(=O)Nc2c(-c3ccccc3)c(C)nn2-c2ccc(OC)cc2)C(C)C)cc1
→ -5 | 14 | -4
O=S(=O)(c1ccc(Cl)cc1)N1CCN(CC(OCc2c(F)cccc2F)c2ccc(Cl)cc2)CC1 (stereo not given)
→ -9 | nt | -9
COc1ccc(OC)c(S(=O)(=O)N2CCN(c3cc(S(=O)(=O)N4CCc5cc(OC)c(OC)cc5C4)ccc3OC)CC2)c1
→ -5 | 5 | -6
O=C(Nc1cccc(Cl)c1Cl)c1ccc(=O)n(Cc2ccccc2)c1
→ nt | 5 | -9
COc1cc(C(=O)NC(=S)Nc2cc(C)on2)cc(OC)c1OC
→ nt | 1 | -5
COC(=O)c1cc(CN2CCCC(OCc3cccnc3)C2)cs1 (stereo not given)
→ -11 | 4 | -5

Rewritten in markdown: entries from further up
| molecule | mcGAS inh | NPYLR7 ag | hcGAS inh |
| --- | --- | --- | --- |
| O=C(c1cnn(-c2ccc(Cl)cc2)c1-c1ccccc1)N1CCCC1 | -4 | 1 | -2 |
| Cc1ccc2nc(C3CCN(C(=O)c4cn(CC5CCCO5)nn4)CC3)[nH]c2c1 (stereo not given) | -12 | 7 | -9 |

Continuation:
Sequence of screens: mcGAS inh | NPYLR7 ag | hcGAS inh
CN1CCN(c2ncccc2CNC(=O)COCC2CCCO2)CC1 (stereo not given)
→ -8 | 5 | 1
Cc1ccc(CNC(=O)CCc2nc3ccccc3s2)n1C
→ nt | 26 | -6
CC(=O)C1=C(c2ccc(C)c(C)c2)N(C(C)=O)n2c(C)nnc2S1
→ nt | 2 | -8
NC(=O)C1CCCN(C(=O)CSC2CCCc3ccccc32)C1 (stereo not given)
→ -14 | -2 | -9
CCc1n[nH]c(=S)n1N=C(C)c1cc2ccccc2o1
→ nt | -7 | 5
CCOc1cccc(-c2cc(N3CCN(CCN(C)C)CC3)n3nccc3n2)c1
→ 0 | -4 | -5
Oc1oc(-c2ccc(Cl)cc2)nc1C=Nc1ccccn1
→ -7 | -11 | -6
CN(C)c1nc(N(C)C)nc(N(C#N)CCOc2ccccc2)n1
→ nt | -1 | -12
CCc1cn[nH]c1C1CCN(C(=O)c2cc3sccc3[nH]2)CC1
→ nt | -5 | 4
COc1cc(OC)cc(C(=O)N2CCCN(Cc3cc(=O)c(OCc4ccc(C(C)(C)C)cc4)co3)CC2)c1
→ -5 | 25 | -11
COc1ccc(-c2nnc(SCc3ccc(Br)cc3)n2-c2ccccc2C)cc1
→ -9 | nt | -12
O=C(Nc1cccc2ccccc12)c1cccc(N2C(=O)CCC2=O)c1
→ nt | 0 | 4
CC(C#N)(NC(=O)Cc1ccc(-c2ccccc2)cc1)C1CC1 (stereo not given)
→ -8 | 3&-1 | -1&-6
COc1ccc(CCOC(=O)[C@@H]2CCCN2C(=O)c2cc(F)cc(F)c2)cc1OC
→ 0 | -3 | -2
CC1(C)OCC(CNC(=O)c2ccccc2-c2ccc(S(C)(=O)=O)cc2)O1 (stereo not given)
→ -1 | -6 | -2
Cc1ncc(CN(CCO)Cc2cccs2)[nH]1
→ -3 | 3 | -1
NC(=O)Cc1ccc(C(=O)CSc2nnc(-c3cccs3)n2C2CC2)s1
→ nt | 0 | 12
Cc1cccc(Cn2c(N3CCN(CCCc4ccccc4)CC3)nc3c2c(=O)[nH]c(=O)n3C)c1
→ nt | 12 | 0
CCN(CC1CCCN(CCc2cccc(OC)c2)C1)C(=O)C1CCOCC1 (stereo not given)
→ -5 | 0 | -3
COc1ccc(CN(CCc2c[nH]c3ccccc23)C(=O)CN(C(=O)c2ccccc2C)C2CC2)cc1OC
→ -3 | -8 | -6
CCOC(=O)c1ccc2c(c1)nc(SCc1ccccc1SC(F)(F)F)n2CCc1ccc(OC)cc1
→ -4 | 27 | 1
O=C1NC(C2CCCC2)=NC12CCN(c1ncnc3nc[nH]c13)CC2
→ -12 | 0 | -7
COc1ccc2[nH]c(=O)c(C3CC(=O)Nc4c3c(C(C)C)nn4C)cc2c1 (stereo not given)
→ nt | 4 | -5
O=S(=O)(Nc1cccc(S(=O)(=O)N2CCCC2)c1)c1ccc2ccccc2c1
→ nt | 7 | -5
COC(=O)Cn1c(=NC(=O)c2ccnn2C)sc2cc(OC)c(OC)cc21
→ -1 | nt | 1
CCCOC(=O)C1=C(C)NC2=C(C(=O)CCC2)C1c1ccc(OC)cc1OC (stereo not given)
→ -9 | 1 | -7
O=C(CN1C(=O)C(=O)N(C23CC4CC(CC(C4)C2)C3)C1=O)N1CCOCC1
→ nt | 6 | -2
O=C(Nc1ccccc1OC(F)(F)F)C1CCN(c2ccc(Cl)nn2)CC1
→ nt | 5 | -3
Cc1ccnc(NCCNC2CCCCCC2)c1
→ -11 | 12 | -9
CCC(Nc1nc(CCN)nc2ccccc12)c1cc(C)ccn1 (stereo not given)
→ nt | -2 | -3

Single records, as listed above. Order of values: mcGAS inh	NPYLR7 ag	hcGAS inh
CN(C)c1nc(N(C)C)nc(N(C#N)CCOc2ccccc2)n1 reads nt	-1	-12
CC1(C)OCC(CNC(=O)c2ccccc2-c2ccc(S(C)(=O)=O)cc2)O1 (stereo not given) reads -1	-6	-2

Following part
Sequence of screens: mcGAS inh | NPYLR7 ag | hcGAS inh
CO[C@H]1CN(C(=O)c2ccc(-n3cnnc3)cc2Cl)CC[C@H]1N
→ -8 | 1 | -3
CN(C)[C@@H]1[C@@H](NC(=O)c2coc(CN3CCOCC3)c2)[C@H]2CCO[C@H]21
→ -3 | nt | 1
CCOC(=O)N1CCN(Cc2nc3c(c(=O)[nH]c(=O)n3C)n2CCC(C)C)CC1
→ nt | -3 | -2
COCCNC(=O)N1CC(C)CCCC1C (stereo not given)
→ nt | 18 | -10
C/C=C/C(=O)NCC1Cc2cc(F)ccc2O1 (stereo not given)
→ -8 | 15 | -9
CC(C)c1cc(C2CCN(C(=O)c3ccc4nccnc4c3)CC2)[nH]n1
→ -12 | 0 | -1
CC(=O)Nc1ccc(NC(=O)c2ccc(-c3ccc([N+](=O)[O-])cc3Cl)o2)cc1
→ nt | -4 | 4
O=C(c1ccc2c(c1)OCCO2)N1CCC(Cn2cc(C3CC3)nn2)CC1
→ -18 | 3 | 2
Cc1cc2nc(N(Cc3cccnc3)C(=O)CS(=O)(=O)c3ccc(F)cc3)sc2cc1C
→ 3 | -7 | -5
CCCOC1CCCN(c2ncnc3c2CCN(C(=O)C2CC2)C3)C1 (stereo not given)
→ -11 | nt | -3
CC(=O)N1CCCCC1C1=CCCN(C/C=C/c2ccccc2)C1 (stereo not given)
→ nt | -2 | -7
COc1ccc2cc(CN(C)[C@H]3COC[C@@H]3O)c(=O)[nH]c2c1
→ nt | -2 | 1
Cc1cccc(NCC(=O)N2CCN(c3ccc(F)cc3)CC2)c1C
→ nt | 4 | -12
CCC(C)c1ccc(S(=O)(=O)N2CCN(CC(=O)N3CCCC3)CC2)cc1 (stereo not given)
→ nt | 1 | -10
Cc1cc(C)n2nc(SCc3cc(Cl)c4c(c3)OCCO4)nc2n1
→ nt | 21 | -4
CCCCN=C(N)N=C(N)N
→ nt | -13 | -7
COc1cc(-c2cc(C(F)(F)F)cc3[nH]cnc23)cc(OC)c1OC
→ -17 | 7 | -3
Cc1ccc2nc(SCC(=O)Nc3ccccc3F)nc(=O)n2c1
→ -1 | 3 | -1
Cc1cc(NC(=O)C2CC(=O)N(C(C)(C)C)C2)n(C2CCCCC2)n1 (stereo not given)
→ -1 | nt | 6
Nc1nc(SCC(=O)Nc2ccccc2C(F)(F)F)[nH]c(=O)c1NC(=O)c1ccccc1
→ -9 | -2 | -7
CN(C)CC1(O)CCN(C(=O)CN(C)Cc2ccncc2)C1 (stereo not given)
→ -10 | 4 | -5
Cc1ccccc1CN1CCCN(C(=O)NCCC(=O)N2CCc3sccc3C2)CC1
→ nt | -2 | 3
CC(C)COc1nc(-c2ccccc2F)n(-c2ccc(NC(=O)c3ccc(Cl)c([N+](=O)[O-])c3)cc2)n1
→ -3 | 3 | 0
Cc1cc([N+](=O)[O-])cc(S(=O)(=O)NNC(=O)c2ccc3c(c2)OCCO3)c1C
→ nt | -3 | -6
CNc1cc(-c2ccc(F)c(F)c2F)ncn1
→ nt | -1 | -10
COCCNC(=O)C1CCCN(C2CCN(Cc3noc(C)n3)CC2)C1 (stereo not given)
→ nt | 25 | -13
CCn1c(P(=O)(O)c2ccccc2)nc2ccccc21
→ nt | 8 | 0
CC(c1cccs1)S(=O)Cc1ccc(C#N)cc1 (stereo not given)
→ nt | -2 | 3
CCc1c(C)nc(-n2nc(C)cc2C)n(CC(=O)Nc2ccc(F)cc2F)c1=O
→ -7 | 0 | -4
O=C(c1cncn1-c1ccc(F)cc1)N1CCN(S(=O)(=O)c2ccccc2C(F)(F)F)CC1
→ -7 | -4 | -3

Continuation:
Sequence of screens: mcGAS inh | NPYLR7 ag | hcGAS inh
CSc1nc(NCC(C)C)c2cnn(CCNC(=O)c3cccc(F)c3)c2n1
→ -7 | nt | -8
Cc1cccc(-n2nc(C(=O)Nc3cccc(F)c3)c(=O)n(Cc3ccccc3F)c2=O)c1
→ -6 | 15 | -6
O=c1ccc(-c2cccc(Br)c2)nn1Cc1ccc(F)cc1
→ nt | 15 | -7
Cc1ccccc1CC1(C)C(=O)Nc2cc(-c3ccccc3Cl)ccc21 (stereo not given)
→ -2 | 3 | -2
CCCn1cnnc1CN(C)Cc1sccc1C
→ -11 | 16 | -6
O=C(Cn1cnc2c(nnn2Cc2ccc(Cl)cc2)c1=O)N1CCN(c2ccccc2)CC1
→ nt | 7 | -3
COC(=O)CC1=C(C)C(=O)CC2C(C)(C)CCC[C@]12C (stereo not given in full)
→ -4 | nt | -7
O=C(CSc1c(-c2ccccc2)[nH]c2ccccc12)N1CCOCC1
→ nt | 0 | -7
COc1ccc(C(=O)NN2C(=O)C(=Cc3ccc(OC(F)F)cc3)SC2=S)cc1OC
→ -4 | -2 | -2
CN(CC(O)COCc1ccccc1NC1CCCC1)C1CCCCC1 (stereo not given)
→ -4 | 6 | -6
CC(C)c1ccc(/C=C/C(=O)N2CCC(NS(C)(=O)=O)CC2)cc1
→ nt | 12 | -7
CNc1snc(C)c1C(=O)OCc1cc(C(=O)OC)c(C)o1
→ nt | -2 | -3
[O-][n+]1ccccc1SCc1nnc(-c2ccccc2Br)o1
→ nt | -9 | 3
COCCN(CCOC)S(=O)(=O)c1cc(Cl)sc1Cl
→ -3 | 9 | -2
CCCCc1ccc(S(=O)(=O)c2cnc(SCC(=O)NCc3ccccc3)[nH]c2=O)cc1
→ -5 | -1 | -1
COc1ccccc1C1CC(c2ccccc2F)=NN1C(=O)CN(C)C1CCCCC1 (stereo not given)
→ -2 | -4 | 0
Cc1cccc(Nc2nc(-c3ccncc3)cs2)c1
→ -8 | -9 | -1
CC(=O)Cn1c(=O)c2c(nc3n(C(C)c4ccccc4)c(C)c(C)n23)n(C)c1=O (stereo not given)
→ nt | 15 | -9
